# GLD-1 TGE inh = GLD-1-TGE RNA interaction inhibition (C. elegans) | 0.44% of 320,000 active | purified GLD-1 + fluorescein TGE RNA, fluorescence polarization | AID 2280 | Q17339 | inhibition, % at 5.96 µM;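 active = percent inhibition above a per-plate cutoff, the plate mean of test compounds plus 3 SD, cut at about 30% in these data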;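 note: 0% = DMSO wells with GLD-1 and probe and 100% = wells lacking GLD-1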
# MEX-5 binding = C. elegans MEX-5 TCR-2 RNA binding activity | Q9XUB2 | AID 1832 | activity score (negative = inhibition of binding), % at 10 µM | 0.38% of 300,000 active | MEX-5/FITC-TCR2 RNA binding, fluorescence polarization; active compounds read low;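 active = inhibition past about -25% in most replicates, and total fluorescence under double the plate's negative control median, limit read from the data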;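 note: 0% = DMSO and -100% = 5 µM competing unlabeled TCR2 RNA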
# Target sequence (Q9XUB2 whole entry, looked up): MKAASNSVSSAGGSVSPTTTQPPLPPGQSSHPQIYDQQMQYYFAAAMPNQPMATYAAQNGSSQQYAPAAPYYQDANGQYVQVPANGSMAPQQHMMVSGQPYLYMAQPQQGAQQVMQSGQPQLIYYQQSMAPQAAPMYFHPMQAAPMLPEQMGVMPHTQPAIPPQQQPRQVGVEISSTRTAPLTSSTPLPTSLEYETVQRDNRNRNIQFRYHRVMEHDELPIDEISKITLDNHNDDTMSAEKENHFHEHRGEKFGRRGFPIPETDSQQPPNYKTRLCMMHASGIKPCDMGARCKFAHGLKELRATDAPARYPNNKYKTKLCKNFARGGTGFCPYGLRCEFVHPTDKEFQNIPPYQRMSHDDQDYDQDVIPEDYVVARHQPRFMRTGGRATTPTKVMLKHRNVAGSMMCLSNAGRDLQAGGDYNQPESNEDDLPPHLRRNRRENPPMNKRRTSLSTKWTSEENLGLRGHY
# Bcl-xL primary = Bcl-xL (human) inhibition | Q07817 | GST-Bcl-xL / FITC-Bim BH3 peptide fluorescence polarization | inhibition, % at 10.9 µM | 0.7% of 320,000 active | AID 2129;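 active = inhibition above the mean of all tested compounds plus 3 SD, cutoff set per campaign, cut at about 30% in these data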;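 note: 0% = DMSO wells and 100% = unlabeled Bim-BH3 peptide competitor; inhibitors lower millipolarization by displacing the labeled peptide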
# MCL1 BIM primary = inhibitors of human MCL1 binding to BIM-BH3 peptide; Q07820; GST-MCL1 / FITC-Bim-BH3 fluorescence polarization; 0.68% of 320,000 active; inhibition, % at 10.9 µM;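 active = inhibition above the mean inhibition of all tested compounds plus 3 SD, set per campaign, cut at about 40% in these data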;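 note: 0% = DMSO wells and 100% = unlabeled Bim-BH3 peptide control; higher means more loss of mP so more displacement of Bim peptide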
# Target sequence (Q07820 whole entry, looked up): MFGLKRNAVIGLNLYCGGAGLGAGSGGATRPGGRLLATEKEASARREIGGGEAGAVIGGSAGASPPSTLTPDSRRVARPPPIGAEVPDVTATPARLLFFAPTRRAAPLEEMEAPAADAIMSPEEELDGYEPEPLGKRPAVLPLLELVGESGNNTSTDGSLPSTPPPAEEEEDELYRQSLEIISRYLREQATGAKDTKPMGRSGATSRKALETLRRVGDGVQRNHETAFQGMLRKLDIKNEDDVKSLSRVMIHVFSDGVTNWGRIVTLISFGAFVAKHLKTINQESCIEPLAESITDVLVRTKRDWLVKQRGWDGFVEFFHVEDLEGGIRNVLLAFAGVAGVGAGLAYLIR
# Fam108B counter = Fam108B inhibition, counter-screen for RBBP9 inhibitors; recombinant Fam108B, FP-Rh probe fluorescence polarization; inhibition, % at 9.51 µM; 0.33% of 300,000 active;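 active = inhibition above the screen mean inhibition plus 3 SD, computed separately per campaign, cut at about 18% in these data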;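 note: inhibitors lower polarization as less probe binds the enzyme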
# TPT1 inhibitor = C. albicans TPT1 enzyme inhibition; recombinant caTPT1, FP RNA substrate dephosphorylation; inhibition, % at 5 µM; 0.81% of 300,000 active;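 active = inhibition above the mean of all tested compounds plus 3 SD, set per screening campaign, cut at about 24% in these data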;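 note: plate controls were DMSO alone for no effect and ferristatin control at 100 nM for full effect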
# GSTO1 inh = counter-screen for RBBP9 inhibitors: inhibitors of human GSTO1. recombinant GSTO1, activity-based probe fluorescence polarization. 1.1% of 300,000 active. P78417. inhibition, % at 5.96 µM. AID 1974;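 active = inhibition above the campaign mean inhibition plus 3 SD, cut at about 35% in these data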;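 note: 0% = GSTO1-1 with DMSO and 100% = wells lacking GSTO1-1 enzyme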
# PAD4 FP inh = inhibitors of human PAD4. Q9UM07. recombinant PAD4, RCA probe fluorescence polarization. inhibition, % at 6.36 µM. 0.41% of 330,000 active. AID 485272;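 active = percent inhibition above a cutoff equal to the mean of all tested compounds plus 3 SD, cut at about 15% in these data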;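 note: 0% = PAD4 with RCA probe and DMSO and 100% = probe without PAD4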
# PME-1 inh = blocks human protein phosphatase methylesterase 1. 0.53% of 320,000 active. inhibition, % at 5.9 µM. Q9Y570. AID 2130. recombinant PME-1, FP-Rh probe fluorescence polarization;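 active = inhibition above the campaign mean of all compounds plus 3 SD, cut at about 26% in these data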;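 note: competitive labeling of PME-1 active site by serine hydrolase directed probe; 0% = PME-1 with DMSO and 100% = wells lacking PME-1 enzyme; inhibitors block probe labeling so polarization falls and inhibition rises; many of its hits are not listed in these tables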
# The depositor's hits bear a star; nt = not tested or not shown.
item	mol	GLD-1 TGE inh	MEX-5 binding	Bcl-xL primary	MCL1 BIM primary	Fam108B counter	TPT1 inhibitor	GSTO1 inh	PAD4 FP inh	PME-1 inh
1	O=C(O)c1ccc(Nc2ccc(F)c(F)c2)c([N+](=O)[O-])c1	-6	-1.1	7	6	-4	2	0	-3	-2
2	CC1CCCN(c2nc(NCc3ccco3)nc(N)c2[N+](=O)[O-])C1 (configuration not stated)	1	0.2	5	11	5	1	-6	-1	0
3	Cc1ccc(-c2csc(N(CCc3ccccc3)C(=O)COc3ccccc3)n2)cc1	2	2.4	1	4	-3	-3	0	-3	-6
4	Cc1cc(C)cc(-n2ncc3c2CCCC3NC(=O)C2CCC2)c1 (configuration not stated)	3	0.0	12	5	0	-3	0	-2	-4
5	CCOC(=O)Cc1csc(NC(=O)c2ccc(C)o2)n1	-5	-0.3	-1	-7	-2	4	5	-1	-3
6	Cn1cccc1C(=O)C(=O)Nc1cccc(Cl)c1Cl	0	-2.1	4	6	0	-2	-7	-5	6
7	Cn1ncc(N=Cc2ccccc2)c1C(=O)Nc1cccc(Cl)c1	5	-0.5	-2	-2	0	-6	1	3	-9
8	CC(C)c1ccc(CNc2ccc(N3CCOCC3)cc2)cc1	8	-0.9	15	20	6	3	18	12	3
9	Cc1ccc(NC(=O)CSC2=Nc3ccccc3C3CC=NN23)c(C)c1 (configuration not stated)	-6	-3.9	0	-1	-3	1	-4	-3	2
10	COC(=O)Cc1ccc(O)c(N)c1	8	-0.5	13	13	3	-10	21	-1	4
11	CC(=O)C1=C(C)NC(=O)NC1c1ccc(OC2CCCC2)cc1 (configuration not stated)	-1	0.6	1	1	-5	20	-22	-4	-3
12	Cc1nc(NC(C)C)c2cnn(CCc3ccccc3)c2n1	7	1.1	-2	0	0	4	4	4	0
13	CCSc1nnc(Cc2cc(=O)[nH]c(=O)[nH]2)n1-c1cccc(C)c1	7	-1.9	1	-4	2	0	2	-1	1
14	O=C(NC1CCN(Cc2ccccc2)CC1)C1CCN(S(=O)(=O)c2cccc3cccnc23)CC1	9	2.1	-1	2	-2	-2	1	-1	4
15	CCNC(C(=O)c1c[nH]c2c(CC)cccc12)c1ccccc1 (configuration not stated)	0	0.0	-2	-2	1	1	-4	2	-4
16	Cc1cc(F)ccc1NC(=O)c1cc(S(=O)(=O)N2CCCC2)cn1C	-4	2.1	1	-1	3	0	-1	2	-4
17	O=C(NCCCNC(=O)c1ccccn1)c1ccccn1	0	0.8	2	6	2	-4	-2	2	2
18	CC(C)c1ccc(NC(=O)[C@H]2CSCN2C(=O)[C@@H]2CCC(=O)N2)cc1	-4	-0.8	0	0	5	3	5	-3	1
19	O=C(CSc1nc(C(F)(F)F)cc(=O)[nH]1)N1CCCCCC1	9	-2.2	5	3	1	1	2	-2	-8
20	COc1cc(NC(=O)c2ccc(CNc3c(N4CCOCC4)c(=O)c3=O)cc2)cc(OC)c1	2	2.9	3	-4	3	-2	4	4	6
21	O=C(COc1ccc2c(c1)OCO2)Nc1nccs1	3	3.6	1	4	1	-3	-3	3	-2
22	C/C(=C\c1ccco1)C1Nc2cccc3cccc(c23)N1	3	-1.9	4	8	18*	-1	29	-15	-8
23	COCCCNC(=O)C1CCC(=O)N(c2ccc3c(c2)OCO3)C1c1ccc(OC)cc1 (configuration not stated)	-4	0.3	1	1	-4	1	3	0	-3
24	Cc1ccc(C(=O)NCC(=O)N2CCN(c3ccccc3)CC2)cc1	-1	-5.2	6	2	1	4	0	-4	-1
25	CN(C)S(=O)(=O)N1CCN(S(=O)(=O)N2CCOCC2)CC1	-1	-0.9	4	-3	3	2	-4	-3	-4
26	O=C(c1ccco1)N(c1ccccn1)c1ccccn1	-4	0.4	4	7	-3	-1	-2	-5	-6
27	CC(C)(C)C(=O)NNC(=O)c1ccc(Oc2cc(Cl)cc(Cl)c2)o1	-1	-2.2	0	-4	-4	-2	3	-3	0
28	Cc1cc(NS(=O)(=O)c2ccc(NC(=O)C(C)Oc3ccc4c(C)cc(=O)oc4c3)cc2)no1 (configuration not stated)	8	1.6	7	5	-2	4	-5	-3	-5
29	CCOC(=O)c1ccccc1NC(=O)c1cn(-c2ccc(C)c(C)c2)c(=O)c2ccccc12	-3	1.5	-1	-8	-9	0	-2	1	-1
30	COc1cccc(-c2nc(CS(=O)(=O)CC(=O)NC3CCC(C)CC3)c(C)o2)c1 (configuration not stated)	9	1.5	4	14	2	-5	3	-2	3
31	CC(=O)Nc1cccc(NC(=O)CSc2ccc3nnc(CCNC(=O)c4ccccc4)n3n2)c1	-2	2.0	5	-1	1	-1	2	1	0
32	O=C(NCc1cccs1)C1CCCN1C(=O)Nc1cccc(F)c1 (configuration not stated)	3	0.2	5	4	-5	-2	24	3	2
33	Cc1ccc(C(=O)N2CCCC(CCC(=O)N3CCN(c4ccccn4)CC3)C2)cc1 (configuration not stated)	-7	3.0	3	4	9	-7	7	2	-3
34	CCC1CCCCN1CCCNC(=O)CN1C(=O)c2cccnc2Oc2ccc(C)cc21 (configuration not stated)	1	0.8	9	1	-1	-4	5	0	0
35	O=C(Cc1ccc(NC2=NC3CS(=O)(=O)CC3S2)cc1)NCc1ccccc1Cl (configuration not stated)	5	-4.3	3	1	-1	-2	7	3	3
36	CCOc1ccc(NC(=S)NCc2nc3ccccc3[nH]2)cc1	0	-0.1	-11	-8	-1	-6	-3	-3	7
37	O=C(NCCN1CCOCC1)c1cc(-c2ccc(Br)cc2)on1	-8	-3.5	1	-3	9	-3	1	1	4
38	CCc1nc2sc3ccccc3c(=O)c2c(=O)n1CCOC	3	0.4	-5	-1	1	0	-3	2	0
39	O=C(NCC1(c2ccccc2)CCCC1)c1ccc(Br)o1	5	-1.9	-1	11	0	0	-2	-3	-7
40	N#Cc1c(N)n[nH]c1CCCN	7	1.4	-3	-5	0	-1	-1	-1	7
41	Cc1cc(C)c(NC(=O)Cc2ccc(-n3cccc3)cc2)c(C)c1	-6	-9.0	-1	-15	-3	3	1	0	-5
42	O=S(=O)(c1ccccc1F)N1CCN(c2nc3ccccc3s2)CC1	3	2.4	-3	2	-2	-4	3	-2	5
43	O=C(CN1CCN(Cc2ccccc2)CC1)N1CCCc2c1c(=O)oc1ccc(O)cc21	0	-0.1	6	8	-2	-1	-10	-4	-8
44	CC1=C(C(=O)OC(C)C)C(c2cccs2)N2C(=O)C(C)SC2=N1 (configuration not stated)	9	-0.4	1	13	-3	0	1	4	-2
45	Cc1ccc(Cn2nc(C)c3cc(C(=O)OCC(N)=O)sc32)cc1	8	1.2	7	6	0	-1	1	0	7
46	CCCn1nnnc1SCC(=O)N1CCCCC1	3	3.0	0	-2	0	-6	1	0	-1
47	COc1ccc(C2=CSC3=NNC4(CCCCC4)NN23)cc1	-5	-0.7	-1	3	7	2	3	1	-2
48	O=c1c2ccsc2ncn1Cc1ccccc1F	1	nt	3	7	3	5	3	-1	3
49	O=C(O)c1cccc(NC2=Nc3cccc4cccc2c34)c1	-6	0.4	5	-4	-1	7	0	3	-3
50	COc1cccc(OCCNC(=O)c2ccc(C)cc2)c1	6	1.1	-5	-1	-3	-2	-1	-1	-6

# Arranged by number of heavy atoms (rising): 12 of the compounds above.
item	mol	GLD-1 TGE inh	MEX-5 binding	Bcl-xL primary	MCL1 BIM primary	Fam108B counter	TPT1 inhibitor	GSTO1 inh	PAD4 FP inh	PME-1 inh
40	N#Cc1c(N)n[nH]c1CCCN	7	1.4	-3	-5	0	-1	-1	-1	7
10	COC(=O)Cc1ccc(O)c(N)c1	8	-0.5	13	13	3	-10	21	-1	4
48	O=c1c2ccsc2ncn1Cc1ccccc1F	1	nt	3	7	3	5	3	-1	3
25	CN(C)S(=O)(=O)N1CCN(S(=O)(=O)N2CCOCC2)CC1	-1	-0.9	4	-3	3	2	-4	-3	-4
47	COc1ccc(C2=CSC3=NNC4(CCCCC4)NN23)cc1	-5	-0.7	-1	3	7	2	3	1	-2
8	CC(C)c1ccc(CNc2ccc(N3CCOCC3)cc2)cc1	8	-0.9	15	20	6	3	18	12	3
13	CCSc1nnc(Cc2cc(=O)[nH]c(=O)[nH]2)n1-c1cccc(C)c1	7	-1.9	1	-4	2	0	2	-1	1
16	Cc1cc(F)ccc1NC(=O)c1cc(S(=O)(=O)N2CCCC2)cn1C	-4	2.1	1	-1	3	0	-1	2	-4
3	Cc1ccc(-c2csc(N(CCc3ccccc3)C(=O)COc3ccccc3)n2)cc1	2	2.4	1	4	-3	-3	0	-3	-6
43	O=C(CN1CCN(Cc2ccccc2)CC1)N1CCCc2c1c(=O)oc1ccc(O)cc21	0	-0.1	6	8	-2	-1	-10	-4	-8
20	COc1cc(NC(=O)c2ccc(CNc3c(N4CCOCC4)c(=O)c3=O)cc2)cc(OC)c1	2	2.9	3	-4	3	-2	4	4	6
28	Cc1cc(NS(=O)(=O)c2ccc(NC(=O)C(C)Oc3ccc4c(C)cc(=O)oc4c3)cc2)no1 (configuration not stated)	8	1.6	7	5	-2	4	-5	-3	-5

# The list goes on:
item	mol	GLD-1 TGE inh	MEX-5 binding	Bcl-xL primary	MCL1 BIM primary	Fam108B counter	TPT1 inhibitor	GSTO1 inh	PAD4 FP inh	PME-1 inh
51	CCS(=O)(=O)NCCNc1ccc([N+](=O)[O-])cc1	5	0.9	5	4	-3	0	13	1	0
52	S=C(Nc1ccccc1)Nc1ccc(OCc2ccccc2)cc1	0	2.0	4	8	6	0	-5	0	0
53	COc1ccc(OC)c(-n2c(-c3ccc(C)cc3)n[nH]c2=S)c1	5	-1.4	-3	-6	-1	2	5	10	-11
54	COCCn1c(SCC(=O)Nc2cc(C)on2)nnc1-c1c[nH]c2ccccc12	2	0.3	-3	-5	5	-3	3	0	-3
55	COc1ccccc1N(C)S(=O)(=O)c1ccc(C(=O)Nc2nc(C)cs2)cc1	10	-2.3	5	-4	-3	2	-2	-4	3
56	CCOC(=O)N1CCN(C(=O)c2noc3c2COc2ccccc2-3)CC1	-4	0.8	-1	8	2	0	0	-8	8
57	O=C(CSc1nc(-c2ccccc2)cc(=O)[nH]1)Nc1ccccc1F	2	0.4	3	2	1	0	-12	0	1
58	CCCC[C@@H]1C[C@H]1[C@@H](NC(=O)c1ccco1)c1ccc(Cl)cc1	-8	3.3	4	8	-3	-1	0	-5	1
59	COC(=O)Cn1cnc2sc(C)c(S(=O)(=O)N3CCC(C)CC3)c2c1=O	4	2.1	-2	0	-1	-2	-4	4	-2
60	O=C1CC(=O)C(n2cncn2)C(c2ccc(Cl)cc2)C1 (configuration not stated)	-2	0.5	4	1	0	-2	-1	-6	5

# Screening results from PubChem BioAssay.

# This is a subset (hit frequency here may not be typical).
